Compound activity (PubChem)
ABCB6 inh 2: human ABCB6 transporter inhibition; Q9NP58; K562-ABCB6 porphyrin accumulation, flow cytometry, 1 h; hits give low values; fluorescence ratio to DMSO, % at 10 µM; hit rate 0.19% among 360,000; AID 602162;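 active = fluorescence ratio to DMSO below 75%, the collection mean minus 3 SD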;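 note: signal is porphyrin accumulated inside mitochondria; 100% equals median channel fluorescence of DMSO control wells; lower ratio means ABCB6 inhibition with less porphyrin fluorescence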
aDG glyco up: increases alpha dystroglycan glycosylation; Pro5-aDG cells, alpha-DG glycosylation AlphaScreen (IIH6); 0% Pro5, 100% B10-LARGE cell signal; hit rate 0.22% among 360,000; activation, % at 10 µM; AID 624168;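 active = activation of at least 8% versus controls, or a plate z-score of at least 8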;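 note: Pro5 are CHO cells carrying HIG-tagged alpha-DG that lacks glycosylation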
N-glyco inh: N-linked glycosylation inhibition | hit rate 0.23% among 360,000 | reporter increase, % at 12.5 µM | AID 588692 | D54 ERlucT glycosylation luciferase reporter, 24 h; percent of 100 nM tunicamycin response;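 active = mean luciferase reporter signal, scaled so untreated is 0 and the glycosylation-blocking control 100, at or above a set limit in every replicate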;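 note: luciferase carries N-glycosylation sites so blocking glycosylation raises the light; 0% = median of neutral control wells and 100% = median of 100 nM tunicamycin wells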
Vif inh: blocks HIV Vif function; HEK293T cells, Vif self-association by quenched fluorescence, imaging, 24 h; inhibition, % at 7.49 µM; hit rate 0.35% among 340,000; in the data active = inhibition above about 50%, passing the limit was not always enough; note: some results filed as inactive read as strong as hits
PDI turbidity: inhibitors of human protein disulfide isomerase. P07237. PDI insulin aggregation turbidity, A650, 90 min. hit rate 0.052% among 350,000. inhibition, % at 10 µM;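 active = mean inhibition across replicates of 30% or more, whatever share of single replicates reach that level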;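 note: absorbance from insulin aggregation driven by PDI reduction with DTT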
MC4R barr agon: activates human MC4R beta-arrestin recruitment; activation, % at 8.9 µM; hit rate 0.98% among 360,000; AID 540308; U2OS MC4R beta-arrestin complementation, luminescence; percent of melanotan II response, DMSO zero;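 active = activation above a per-plate cutoff, the mean activation of sample wells on that plate plus 3 SD, cut at about 8% in these data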
Target sequence (P32245 whole entry, looked up): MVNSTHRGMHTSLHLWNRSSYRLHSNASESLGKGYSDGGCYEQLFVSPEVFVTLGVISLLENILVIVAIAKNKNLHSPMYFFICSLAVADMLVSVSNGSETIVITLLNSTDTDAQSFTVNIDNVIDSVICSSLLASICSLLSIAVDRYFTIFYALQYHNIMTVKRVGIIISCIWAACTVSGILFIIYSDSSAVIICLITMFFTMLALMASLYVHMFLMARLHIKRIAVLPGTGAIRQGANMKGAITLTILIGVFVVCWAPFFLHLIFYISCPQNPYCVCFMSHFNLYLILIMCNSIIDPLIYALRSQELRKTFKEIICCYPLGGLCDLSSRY
CaV13 ICDI inh: Primary screen for inhibitors of IQ motif and Ca2+-dependent inactivation inhibitor domain binding in CACNA1D, Förster resonance energy transfer in living cells, … | HEK cells, CFP/YFP FRET ICDI-IQ, plate reader, 10 min; percent FRET-ratio fall versus neutral wells | inhibition, % at 12.3 µM | hit rate 0.098% among 340,000 | AID 743397;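 active = mean replicate inhibition of at least 30% and at least 1% of replicates passing that level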;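 note: 0% = median of the neutral control wells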
Cardio protect: myocardial damage modulation in H9c2 cells; protection from H2O2 cell death, % at 20 µM; AID 588492; hit rate 0.63% among 360,000; H9c2 cardiomyocytes, H2O2 injury protection, ATPLite, 2 h;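 active = compounds giving at least 50% protection of heart cells from peroxide-induced death in the single-dose screen, raw or plate-pattern-corrected value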;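 note: 0% = DMSO wells with peroxide and 100% = DMSO wells without peroxide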
MC4R antagonist: blocks human MC4R cAMP signaling | inhibition, % at 6.5 µM | hit rate 0.48% among 360,000 | MC4R-expressing cells, MTII-stimulated cAMP, LANCE TR-FRET | P32245;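 active = inhibition above its plate's cutoff, the mean of tested wells on that plate plus 3 SD, cut at about 29% in these data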;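 note: 0% = Melanotan II alone and 100% = Melanotan II plus saturating MCL0020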
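Test system: U2OS cells stably expressing human melanocortin 4 receptor (MC4R); also added: Melanotan II challenge; compound: 6.5 µM single dose; timing: 30-min compound preincubation, 1-h Melanotan II challenge, 1-h detection, room temperature; signal: Eu-cAMP/anti-cAMP TR-FRET, emission 671 nm; repeats: one well per compound, no replicates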
m5-HT2A agonist: mouse HTR2A agonism via beta-arrestin recruitment; hit rate 0.66% among 360,000; CHO-K1 mHTR2A beta-arrestin complementation, luminescence; percent of 30 µM serotonin response; P35363; activation, % at 7.6 µM;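 active = activation above a run cutoff, the mean activation of all tested compounds plus 3 SD, cut at about 14% in these data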;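 note: 0% = plate median of compound wells and 100% = 30 µM serotonin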
Target sequence (P35363 whole entry, looked up): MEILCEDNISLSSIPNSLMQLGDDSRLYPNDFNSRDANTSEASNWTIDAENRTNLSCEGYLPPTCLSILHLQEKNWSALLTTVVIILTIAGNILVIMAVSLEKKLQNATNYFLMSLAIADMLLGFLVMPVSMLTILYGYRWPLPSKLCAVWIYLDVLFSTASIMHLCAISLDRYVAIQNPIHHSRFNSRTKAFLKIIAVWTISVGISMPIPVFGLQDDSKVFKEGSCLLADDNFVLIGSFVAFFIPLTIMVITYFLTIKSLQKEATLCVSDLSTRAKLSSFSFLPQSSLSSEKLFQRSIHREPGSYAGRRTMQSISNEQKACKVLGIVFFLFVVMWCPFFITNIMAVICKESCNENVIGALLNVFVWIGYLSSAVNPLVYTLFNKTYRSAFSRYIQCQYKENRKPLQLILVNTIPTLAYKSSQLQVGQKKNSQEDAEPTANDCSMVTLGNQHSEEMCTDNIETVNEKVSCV
An asterisk follows results filed as active; / = no result given.

Each structure is followed by: ABCB6 inh 2	aDG glyco up	N-glyco inh	Vif inh	PDI turbidity	MC4R barr agon	CaV13 ICDI inh	Cardio protect	MC4R antagonist	m5-HT2A agonist
- COc1ccccc1NCN1C(=O)CCC1=O
    104	-0.1	1	22	-4	-1.0	-5	4	6	-2
- O=C(c1cc2ccccc2o1)c1cccs1
    94	0.0	0	-6	6	1.9	-3	-8	8	-1
- Cc1nn(-c2ccccc2)cc1/C=N/O
    105	-0.4	2	4	1	-0.8	-4	1	-8	2
- Nc1cc(Nc2ccccc2)c2nonc2c1[N+](=O)[O-]
    99	-0.2	4	-7	-9	-1.7	-3	6	7	-6
- COc1ccc(N2CC(C(=O)N/N=C/c3cc([N+](=O)[O-])ccc3O)CC2=O)cc1 (configuration not stated)
    96	-0.3	4	2	-1	-1.2	-4	47	10	-8
- O=C(CCc1ccc(S(=O)(=O)NCc2ccccc2)cc1)NCc1ccc2c(c1)OCO2
    97	0.2	-5	2	5	-1.1	-4	4	2	-2
- Oc1nc(Nc2ccc(F)cc2)sc1/C=C1\C=Nc2ccccc21
    100	0.1	0	1	1	4.3	-2	-5	15	-7
- CC(=O)O[C@@H](Cc1ccc(O)cc1)C(=O)CC(C)C
    103	0.8	/	/	/	/	-4	/	/	0
- Cc1ccccc1OCCNCC(C)O (configuration not stated)
    101	0.2	2	6	1	2.3	-6	-2	1	2
- O=c1[nH]c2ccccc2n1C1=CCNCC1
    92	-0.1	-1	0	-4	-0.5	-15	3	-5	0
- COc1ccccc1N1CCN(S(=O)(=O)c2ccc3nc(-c4ccccc4)[nH]c3c2)CC1
    101	0.4	-3	-9	-14	1.4	-5	-21	-1	-2
- COc1ccc2cc(C(=O)Nc3c(C)n(C)n(-c4ccccc4)c3=O)sc(=O)c2c1OC
    98	-0.1	0	8	-7	-0.7	/	0	7	9
- CCn1c(SCC(=O)NC2CCCC2)nnc1C(C)NC(=O)c1ccccc1Br (configuration not stated)
    102	0.0	1	24	8	0.6	-5	1	10	-4
- COc1ccccc1C(=O)NCCC(=O)Nc1nc2ccccc2[nH]1
    95	0.2	-5	-2	-2	-1.8	-6	11	0	6
- Cc1ccc2c(=O)n3c(nc2c1)C(CC(C)C)NC(=O)c1cccnc1-3 (configuration not stated)
    102	-0.3	0	-11	-3	-0.4	-3	3	10	3
- COCCNC(=O)C(OC(=O)c1cccs1)c1ccc(F)cc1 (configuration not stated)
    100	-0.1	2	14	-10	-1.1	-6	-3	9	0
- CCOc1ccc(NCC2CCOC(C)(C)C2)cc1 (configuration not stated)
    103	0.0	4	5	-6	-2.0	-1	-8	-3	-1
- COC(=O)c1cccc(Oc2nc3c(c(=O)n(C)c(=O)n3C)n2C(C)C)c1
    98	0.3	-3	/	1	-0.4	-7	9	-4	1
- CC1C(c2ccccc2)=Nn2c(=O)n(-c3ccccc3)c(=O)n21 (configuration not stated)
    95	2.2	1	4	-2	-2.1	-9	-1	1	9
- COc1cc(Cl)cc(C#N)c1OCC(=O)O
    98	0.1	1	/	-1	-0.4	/	-5	2	3
- O=C(c1ccc(F)cc1F)N(Cc1ccccn1)Cc1ccco1
    106	0.0	3	/	2	-0.6	-7	-3	0	-4
- Cn1c(C(O)C(O)c2ccccc2)nc2ccccc21 (configuration not stated)
    104	-0.3	-1	6	0	-0.9	-5	4	5	-2
- Cc1ccc(CSc2nnc(CCNC(=O)OC(C)(C)C)o2)cc1
    97	0.0	-3	-3	2	-0.8	-20	-2	8	-1
- COc1ccccc1Cc1c(-c2ccc(C)cc2)nc2ccc(Cl)cn12
    102	0.1	-2	/	/	/	-4	0	/	3
- O=C(NCc1ccccn1)C1CCN(C2CCN(Cc3cccc(F)c3)CC2)CC1
    99	0.0	-1	4	-5	0.3	-5	11	3	1
- COc1ccc(/C(C)=N/NC(=O)CNC(=O)c2ccncc2)c(OC)c1
    103	-0.2	2	-3	-2	-0.1	-5	5	-3	-3
- Cc1c(C(=O)NCc2ccccc2)oc2ccc(S(=O)(=O)N3CCC4(CC3)OCCO4)cc12
    99	0.1	-4	5	10	-1.1	-4	11	1	-8
- Cc1cccc(C(=O)N(Cc2ccco2)c2c(N)n(Cc3ccccc3)c(=O)[nH]c2=O)c1
    99	-0.1	-1	-4	5	-1.1	-7	4	2	10
- CCC(=O)c1ccc(OCC(O)CNCc2ccc(F)cc2)cc1 (configuration not stated)
    102	0.2	4	-6	-3	-0.6	-14	-2	2	5
- COCCN(C(=O)CSc1nnc(-c2cccc(OC)c2)n1C)c1c(N)n(Cc2ccccc2)c(=O)[nH]c1=O
    100	0.0	3	-1	5	-2.0	/	1	1	2
- O=C(O)c1cc(N/N=C2/CC(c3ccccc3)Oc3ccccc32)ccc1Cl (configuration not stated)
    101	-0.1	-1	4	-9	0.9	-5	9	25	-1
- C=CCn1c(SCc2ccccc2)nc2c1c(=O)[nH]c(=O)n2C
    104	0.1	-2	-2	1	-2.2	-4	2	4	-5
- Cc1cc2c(cc1S(=O)(=O)Nc1cccc(C)c1C)n(C)c(=O)c(=O)n2C
    97	2.1	-3	23	/	0.8	-2	-4	5	0
- CC(=O)Nc1ccc(NC(=O)[C@H](C)NC(=O)c2ccco2)cc1
    64*	-0.2	0	-5	-5	0.5	-3	-3	1	9
- CC(=O)Nc1cccc(C(=O)N/N=C/c2cccc(C)n2)c1
    98	0.0	-1	-1	8	-2.0	-20	-2	5	1
- O=S(=O)(Nc1ccc(F)cc1)c1ccc(NC(=S)Nc2ccccc2)cc1
    106	-0.2	0	6	0	-1.1	/	-16	2	0
- Cc1ccc(Cl)cc1NC(=O)c1ccc(CSc2nnnn2C)cc1
    114	0.4	-3	0	3	-1.4	-5	-2	2	-1
- COc1ccc(S(=O)(=O)N2CCCCC2)cc1NS(=O)(=O)c1ccc(CNC(C)=O)cc1
    100	-0.1	-1	-5	5	-0.8	-6	2	6	8
- CC(=O)C1=C(c2ccccc2)NC(=O)NC1c1ccccc1OCC(=O)NCc1ccccc1 (configuration not stated)
    101	0.3	4	/	4	-1.6	-5	-5	5	-2
- CCN(CC)c1ccc(N2C(=O)/C(=C/c3cccs3)SC2=S)cc1
    93	0.2	4	1	-1	-0.6	-6	-6	2	3
- O=C(CN(Cc1ccco1)C(=O)CNS(=O)(=O)c1ccc(F)cc1)NCc1ccco1
    95	-0.1	0	8	7	-2.0	-2	-2	1	-1
- Cc1ccc(S(=O)(=O)N2CCN(C(=O)c3ccccc3Cc3ccccc3)CC2)c(C)c1
    91	0.0	-5	-9	6	-0.5	-11	-7	10	-2
- Cc1cc(=O)oc2cc(OCC(=O)Nc3c(C)n(C)n(-c4ccccc4)c3=O)c(Cl)cc12
    100	0.3	1	-13	0	-1.3	-6	4	-6	0
- COc1cccc2c1[C@@H]1CN(CCCCn3c(=O)[nH]c4c(sc5ncc(-c6ccccc6)nc54)c3=O)C[C@@H]1CO2
    99	0.1	0	0	2	2.1	-5	-21	5	-3
- C/C(=N/NC(=O)c1ccoc1C)c1cccc(NC(=O)C(F)(F)F)c1
    98	-0.1	0	2	0	/	-5	-1	/	/
- COc1ccc(N2CCN(C(=O)CCCC(=O)c3ccccc3)CC2)cc1
    108	-0.1	-2	-4	/	-0.3	-2	-6	5	-3
- COc1cccc(/C=N/NC(=O)C(=O)Nc2ccccc2OC(F)(F)C(F)F)c1O
    97	1.4	-7	3	3	-2.6	-3	42	-4	-5
- CCOC(=O)C1=C(C)C(c2cccc(Oc3ccccc3)c2)NC(=S)N1 (configuration not stated)
    100	-0.1	-3	-1	2	2.9	-7	-7	4	6
- COc1ccc(CNC(=O)C2CCN(C(=O)c3ccc(-c4ccccc4)cc3)CC2)cc1
    99	0.1	0	4	8	-0.2	-10	3	5	0
- CCOC(=O)CC(=O)Nc1ncnc2c1C(c1ccccc1)c1c(ccc3ccccc13)O2 (configuration not stated)
    96	-0.5	-2	0	-11	2.9	-4	11	14	2

The final 2 entries of the section before open the next one.
Each structure is followed by: ABCB6 inh 2	aDG glyco up	N-glyco inh	Vif inh	PDI turbidity	MC4R barr agon	CaV13 ICDI inh	Cardio protect	MC4R antagonist	m5-HT2A agonist
- COc1ccc(CNC(=O)C2CCN(C(=O)c3ccc(-c4ccccc4)cc3)CC2)cc1
    99	0.1	0	4	8	-0.2	-10	3	5	0
- CCOC(=O)CC(=O)Nc1ncnc2c1C(c1ccccc1)c1c(ccc3ccccc13)O2 (configuration not stated)
    96	-0.5	-2	0	-11	2.9	-4	11	14	2
- COc1c(Cl)cc(Cl)cc1CNCCNCC(C)O (configuration not stated)
    102	0.1	-7	/	-1	0.3	-8	8	8	-5
- CCOc1ccccc1NC(=O)COC(=O)c1c(CC)noc1C
    96	0.0	-1	13	-6	-0.6	-5	-2	-1	-6
- CCC1NC(=O)c2cc3ccccc3cc2-n2c1nc1cc(OC)c(OC)cc1c2=O (configuration not stated)
    100	-0.2	11	-6	2	-0.4	-9	13	20	0
- Cn1nc(C(=O)NNC(=O)CCOc2ccc(C(C)(C)C)cc2)c2ccccc2c1=O
    95	0.2	3	-10	2	-0.9	-7	-6	6	-7
- CC1(c2nnnn2Cc2ccccc2)CCC(=O)N1Cc1cccnc1 (configuration not stated)
    98	-0.1	/	/	/	/	-10	/	/	-4
- CC(=O)c1cccc(NC(=O)CSc2n[nH]c(=O)n2C2CC2)c1
    100	-0.1	-1	-2	-4	-0.6	-5	3	4	5
- CCOc1ccc(CCNC(=O)CN2C(=O)NC3(CCCC3)C2=O)cc1OCC
    97	0.4	5	9	-4	-2.6	-6	4	14	-3
- CC(C)N(C(=O)[C@H]1C[C@H](CC(=O)NC(C)(C)C)C(=O)N2CCc3c([nH]c4ccc(Cl)cc34)[C@]12C)C(C)C
    92	0.3	-2	-15	18	1.0	-5	-2	7	0
- COc1ccccc1CNC(=S)NCc1ccc(F)cc1
    94	0.5	-2	20	4	-0.9	-6	-2	-1	-8
- O=C(CN(C(=O)c1csnn1)c1cccc(F)c1)NCc1ccc2c(c1)OCO2
    93	0.0	0	-5	3	-0.3	-4	3	9	9
- Cc1ccc(CC2CC(=O)N(Cc3ccco3)C2=O)cc1 (configuration not stated)
    104	-0.2	1	7	0	-0.8	-5	2	8	5
- CC1(C)CC(=O)C2=C(C1)N(Cc1ccco1)C(=O)C2(NC(=O)c1ccc(Cl)cc1Cl)C(F)(F)F (configuration not stated)
    92	0.0	0	-5	3	-1.5	-4	4	-4	-1
- CCOC(=O)c1sc(NC(=O)c2ccc(C)o2)nc1C
    170	-0.2	-3	2	7	-2.5	-14	-20	0	0
- C/C(=N\NC(=O)C1CCCN(S(=O)(=O)c2ccccc2)C1)c1ccncc1 (configuration not stated)
    104	0.0	-1	1	6	-3.1	-5	10	7	-1
- CCn1nc(C)c(CNC(=O)C2CCC(=O)N(CCc3ccc(Cl)cc3)C2)c1C (configuration not stated)
    97	0.0	3	14	2	-1.4	-7	1	-2	0
- CC(=O)Nc1ccc(NC(=O)/C(Cl)=C/c2ccccc2)cc1
    99	0.1	-2	5	5	-0.2	/	-2	10	-2
